Bioassay records deposited in PubChem by Sanford-Burnham Center for Chemical Genomics.
GRIN3A LBD mod = binders of NR3A ligand-binding domain, primary screen, biophysical, differential scanning fluorimetry, uHTS; Glutamate receptor ionotropic, NMDA 3A (GRIN3A) ligand-binding domain; NR3A LBD differential scanning fluorimetry, Tm shift; 0% = protein alone, 100% = glycine-bound protein; Tm shift relative to glycine control, % at 25 µM; actives 2.5% (n = 340,000);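 active = melting temperature shift of at least 10% of the positive control shift, at one fixed dose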
MIN6 prolif = inducers of MIN6 beta-cell proliferation, primary screen, ATP luminescence, uHTS; actives 0.29% (n = 330,000); proliferation, % at 10 µM; MIN6 cells proliferation, ATPlite luminescence, 48 h; cells starved in 0.2% serum; 100% = growth in 10% serum; AID 2380, 2010;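 active = compounds whose signal lies at least 3.5 SD above the mean of all wells on their plate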;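 note: 0% = DMSO-treated cells in low-serum medium and 100% = 10% serum control; some compounds called inactive have numbers as strong as hits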
mIAP inh = inhibitors of mouse IAP, primary screen, biochemical, luminescence, uHTS. intestinal alkaline phosphatase [Mus musculus]. purified mouse IAP, CDP-Star luminescence, 30 min. inhibition, % at 10 µM. actives 0.2% (n = 330,000);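 active = inhibition of at least 40% at 10 µM in the primary screen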;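 note: plate controls were DMSO with enzyme for no effect and no enzyme wells for full effect; values of inactives mirror those of a sister screen read the other way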
mIAP act = activators of mouse IAP, primary screen, biochemical, luminescence, uHTS | activation factor at 10 µM | intestinal alkaline phosphatase [Mus musculus] | actives 0.24% (n = 330,000) | AID 2805, 2010 | muIAP, CDP-Star luminescence, 30 min; active compounds read high; 1 = vehicle-only enzyme signal, 0 = enzyme-free wells;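 active = activation factor of at least 2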; note: the source names both 10 and 20 µM as test concentration; values of inactives mirror those of a sister screen read the other way
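also added = chemiluminescent substrate CDP-Star | test system = mouse IAP enzyme | signal = chemiluminescence readout | compound = DMSO-dissolved test compounds | incubation = 30 min at room temperature | benchmarks = DMSO wells, no-enzyme wells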
hIAP act = human IAP activators, primary screen, biochemical, luminescence, uHTS; Intestinal-type alkaline phosphatase (Homo sapiens), P09923; purified human IAP, CDP-Star luminescence, 30 min; active compounds read high; 1 = vehicle-only enzyme, 0 = enzyme-free background; activation factor at 10 µM; actives 0.16% (n = 330,000); AID 2524, 2010;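 active = activation factor of the enzyme at least 2-fold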; note: the source names both 10 and 20 µM as test concentration; values of inactives mirror those of a sister screen read the other way
Target sequence (P09923 whole entry, looked up): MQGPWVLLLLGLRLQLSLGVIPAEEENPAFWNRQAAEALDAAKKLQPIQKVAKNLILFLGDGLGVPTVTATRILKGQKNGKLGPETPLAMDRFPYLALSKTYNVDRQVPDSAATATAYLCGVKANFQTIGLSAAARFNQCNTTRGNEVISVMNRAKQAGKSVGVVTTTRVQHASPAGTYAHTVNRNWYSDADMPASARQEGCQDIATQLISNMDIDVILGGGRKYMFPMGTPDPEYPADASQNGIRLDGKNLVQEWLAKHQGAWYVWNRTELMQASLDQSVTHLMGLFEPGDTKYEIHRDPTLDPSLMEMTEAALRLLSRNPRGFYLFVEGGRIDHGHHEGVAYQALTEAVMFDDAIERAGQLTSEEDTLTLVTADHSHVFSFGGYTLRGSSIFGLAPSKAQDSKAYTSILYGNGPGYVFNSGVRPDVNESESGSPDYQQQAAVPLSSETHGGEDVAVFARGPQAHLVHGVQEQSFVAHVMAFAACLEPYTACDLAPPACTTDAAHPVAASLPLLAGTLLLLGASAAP
hIAP block = human IAP inhibitors, primary screen, biochemical, luminescence, uHTS. AID 2544, 2010. actives 0.12% (n = 330,000). inhibition, % at 10 µM. purified IAP, CDP-Star luminescence, 30 min;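 active = inhibition reaching a set limit with compound at 10 µM in the primary screen, cut at about 35% in these data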;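 note: plate controls were DMSO wells with enzyme for no effect and no-enzyme buffer wells for full effect; values of inactives mirror those of a sister screen read the other way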
APOBEC3G inh = APOBEC3G DNA deaminase inhibitors, primary screen, biochemical, fluorescence, single-stranded DNA substrate, uHTS | actives 0.28% (n = 330,000) | DNA dC->dU-editing enzyme APOBEC-3G (Homo sapiens), Q9HC16 | recombinant A3G, ssDNA deamination FAM/TAMRA fluorescence | inhibition, % at 20 µM;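 active = inhibition of at least 40% at 20 µM, with no more than 30% in the related APOBEC3A deaminase screen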;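 note: plate controls were DMSO wells with A3G for no effect and wells lacking A3G enzyme for full effect; some compounds called inactive have numbers as strong as hits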
Target sequence (Q9HC16 whole entry, looked up): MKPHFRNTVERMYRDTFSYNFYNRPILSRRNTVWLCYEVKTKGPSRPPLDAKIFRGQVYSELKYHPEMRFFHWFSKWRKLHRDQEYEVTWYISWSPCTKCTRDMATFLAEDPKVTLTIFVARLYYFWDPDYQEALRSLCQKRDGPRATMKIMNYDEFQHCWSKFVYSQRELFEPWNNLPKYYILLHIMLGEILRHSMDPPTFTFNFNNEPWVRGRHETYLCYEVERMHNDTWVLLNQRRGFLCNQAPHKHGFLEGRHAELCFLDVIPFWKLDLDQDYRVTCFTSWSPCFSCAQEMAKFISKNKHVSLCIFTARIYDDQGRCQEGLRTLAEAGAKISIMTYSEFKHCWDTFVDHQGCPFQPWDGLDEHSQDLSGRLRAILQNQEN
APOBEC3A inh = APOBEC3A ssDNA deaminase inhibitors, primary screen, selectivity assay for APOBEC3G inhibitor project, biochemical, FAM/TAMRA oligo cleavage fluorescence; DNA dC->dU-editing enzyme APOBEC-3A (Homo sapiens), P31941; recombinant A3A, FAM/TAMRA ssDNA deamination fluorescence; inhibition, % at 20 µM; actives 0.41% (n = 330,000); AID 493011, 2011;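 active = at least 40% inhibition at 20 µM here, with at most 30% in a related deaminase screen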;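 note: plate controls were A3A with DMSO for no effect and wells lacking A3A enzyme for full effect; some results filed as inactive read as strong as hits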
Target sequence (P31941 whole entry, looked up): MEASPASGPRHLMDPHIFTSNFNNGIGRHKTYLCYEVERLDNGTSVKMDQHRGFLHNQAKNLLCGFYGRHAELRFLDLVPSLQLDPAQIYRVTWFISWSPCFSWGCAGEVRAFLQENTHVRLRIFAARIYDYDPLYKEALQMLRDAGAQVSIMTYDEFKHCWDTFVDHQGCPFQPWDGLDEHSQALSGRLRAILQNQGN
MPTP block = mitochondrial permeability transition pore inhibitors, primary screen, biochemical, isolated mouse mitochondria, absorbance; Ca2+ swelling absorbance, 30 min; inhibition, % at 10 µM; actives 1.4% (n = 360,000);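 active = inhibition of 50% or more, scaled per plate between neutral and stimulator controls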;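 note: 0% = DMSO wells given calcium and 100% = 1 mM EGTA wells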
An asterisk follows results filed as active; . = not tested or not shown.

SMILES	GRIN3A LBD mod	MIN6 prolif	mIAP inh	mIAP act	hIAP act	hIAP block	APOBEC3G inh	APOBEC3A inh	MPTP block
CCN1CCN(c2ncnc3ccc(Br)cc23)CC1	1	-2	-2	1	0.97	3	-5	-2	16
C=CP(=O)(O)c1ccccc1	0	-2	1	0.99	0.83	17	-5	1	2.6
Cc1nn(Cc2ccccc2)c(Cl)c1C(=O)O	1	-4	3	0.97	0.93	7	-5	0	-0.8
O=C1NC(=O)N(c2ccc3c(c2)OCO3)C(=O)/C1=C/c1ccc(N2CCCC2)o1	-1	0	56*	0.45	0.71	29	-4	-2	0.5
NP(=O)(OCC(F)(F)F)Oc1ccc(Cl)cc1 (stereo not drawn)	0	0	-3	1	1.1	-11	-5	-2	0.0
CCOC(=O)C1(c2ccccc2)CCN(CCC(C#N)(c2ccccc2)c2ccccc2)CC1	-1	-8	-1	1	1	-2	-7	-1	36
O=c1c(/C=N/N2CCOCC2)c(O)n(-c2ccccc2)c(=S)n1-c1ccccc1	0	0	0	1	1.1	-7	-5	-1	0.5
Fc1ccc(C(OCCN2CCCC2)c2ccc(F)cc2)cc1	-3	0	-2	1	0.97	3	-5	-2	-1.2
C[C@]12CC[C@H](O)C[C@H]1CC[C@@H]1[C@@H]2CC[C@]2(C)C(=O)CC[C@@H]12	-2	2	2	0.98	1	-4	-2	1	1.3
COC(=O)C1=C(c2cccc(OC)c2OC)C[C@@H]2CC[C@H]1N2C(=O)N1CCCCC1	1	3	-10	1.1	0.89	11	-8	-4	-1.6
CC(=O)OC1N=C(c2ccccc2)c2cc(Br)ccc2N(C)C1=O (stereo not drawn)	-1	1	-6	1.1	0.93	7	0	-1	-1.1
O=C(CNC(=O)c1ccccc1)Nc1ccc(Br)cc1C(=O)c1ccccc1	-2	1	1	0.99	1	0	3	2	1.3
CC(=NCCO)c1c(O)n(C2CCCCC2)c(=O)[nH]c1=O	-1	-1	-10	1.1	0.9	10	3	0	-16
CN1CCN(c2ccc(S(=O)(=O)C(F)(F)F)cc2[N+](=O)[O-])CC1	15*	0	-1	1	0.87	13	0	1	0.3
O=C(Cc1ccccc1)OCCN1CCCCC1	-1	-2	-7	1.1	0.97	3	-2	-3	-1.8
COc1cc2c(cc1OC)-c1c(OC)c(OC)cc3c1C(C2)N(C)CC3 (stereo not drawn)	-2	-6	15	0.85	0.91	9	-3	3	0.9
CC1(c2ccccc2)NCCN2C(=O)CSC21 (stereo not drawn)	-1	1	4	0.96	0.96	4	2	7	-0.2
CNC(=O)Nc1ccc(C(O)(C(=O)OC)C(F)(F)F)cc1 (stereo not drawn)	1	-2	-4	1	0.94	6	-3	1	0.4
Fc1cccc(CN2CCN(c3ccc(Cl)cc3)CC2)c1	2	1	9	0.91	0.97	3	-6	-5	0.4
C=CCn1c(O)c(C(C)=Nc2ccc(NC(C)=O)cc2)c(=O)[nH]c1=O	0	-1	5	0.95	1	-3	-3	-2	-14
N#CC(C#N)=C(N)c1cccnc1	0	-5	-12	1.1	1	-4	6	-1	0.7
C=CCN1CCc2cccc3c2[C@H]1Cc1ccc(O)c(O)c1-3	1	-5	3	0.97	0.81	19	19	-12	0.7
O=C(c1ccc(F)cc1)C(Cc1ccccc1)N1CCCCC1 (stereo not drawn)	1	-6	-1	1	1	0	-13	-8	-1.5
Cc1ccccc1N1C(=O)NC(=O)/C(=C\c2cnn(-c3ccccc3)c2)C1=O	-6	0	6	0.94	1.2	-21	-2	6	10
C=C[C@@H]1C[C@@]1(C)[C@@H](NP(=O)(c1ccccc1)c1ccccc1)c1ccccc1	-3	-5	-5	1.1	1	-1	-12	-1	-0.6
SMILES	GRIN3A LBD mod	MIN6 prolif	mIAP inh	mIAP act	hIAP act	hIAP block	APOBEC3G inh	APOBEC3A inh	MPTP block
CCCOc1ccccc1C1SCC(=O)Nc2c1c(=O)[nH]n2C(C)CCC (stereo not drawn)	1	0	-10	1.1	1.1	-11	-1	-3	-0.2
CCCN(CCC)[C@@H]1CCc2cccc(O)c2C1	1	-2	-5	1.1	0.94	6	-7	-2	-1.9
Cc1ccc(CN2CCCC(C(=O)c3cccc(C(F)(F)F)c3)C2)o1 (stereo not drawn)	0	-2	1	0.99	1.1	-12	0	-1	-0.2
c1ccc(CCNCc2ccccc2)cc1	-1	5	4	0.96	0.98	2	-6	-1	15
CCCCn1c(O)c(/C=C2/C=CC=N2)c(=O)[nH]c1=O	0	-4	8	0.92	1	-1	1	2	-0.2
CCOC(=O)c1c(C=O)c2ccccc2n1Cc1ccccc1	-2	-5	11	0.89	0.94	6	-11	-3	-0.5
CCN(CC)CCOC(=O)c1ccc(N=Cc2c(O)[nH]c(=O)[nH]c2=O)cc1	0	1	-1	1	0.96	4	-4	-1	-1.0
O=c1[nH]c(Cl)ccc1CN1CCOCC1	1	-3	1	0.99	1.1	-11	-2	-1	0.3
[O-][n+]1onc2c1CCC1N(O)CCC21O (stereo not drawn)	1	-1	-13	1.1	0.97	3	3	5	-1.3
Cc1cc2oc(=O)cc(-c3cc4ccccc4o3)c2cc1OC(=O)N(C)C	-6	-1	8	0.92	0.98	2	-3	-3	0.8
CC1(C)N(O)C2CCCCC2N1O (stereo not drawn)	1	-2	-9	1.1	1.1	-10	-5	-2	1.1
COc1ccccc1CCNC1CCC(C)CC1 (stereo not drawn)	6	3	9	0.91	1	-2	-7	0	1.0
O=P(NS(=O)(=O)c1ccc(Cl)cc1)(Oc1ccccc1)Oc1ccccc1	.	-2	5	0.95	1	-1	4	-3	0.0
Cc1cc(C(=O)CS(=O)c2ccc(F)cc2)cc(C)c1OC(=O)N(C)C (stereo not drawn)	0	4	4	0.96	0.99	1	-2	0	-1.8
C=CCn1c(O)c(C(C)=NCCCO)c(=O)[nH]c1=O	-2	-3	4	0.96	0.98	2	-8	-5	-0.8
Cc1ccc(C(c2nnnn2Cc2ccccc2)N2CC=C(c3ccc(F)cc3)CC2)cc1 (stereo not drawn)	2	-2	-9	1.1	0.86	14	-6	-2	3.8
COc1ccc2[nH]cc(CCN=C(N)N)c2c1	0	1	10	0.91	0.91	9	14	54*	-0.6
C/C(=N/OC(=O)N(C)C)c1ncc(C(F)(F)F)cc1N1CCOCC1	1	1	1	0.99	0.94	6	-3	-1	2.3
COC(=O)C1=C(c2ccccc2)C[C@@H]2CC[C@H]1N2C(=O)NCc1cccc2ccccc12	-1	3	-18	1.2	0.88	12	-5	3	0.8
Cc1ccc(-n2c(/C=C/c3ccccn3)nc3ccccc3c2=O)cc1	0	0	4	0.96	0.94	6	-2	-3	1.6
COc1cc(C[C@@H](C)N)c(OC)cc1I	-3	-2	-2	1	0.96	4	-3	-1	-4.5
O=C(CNC(=O)OCc1ccccc1)Nc1ccc(Br)cc1C(=O)c1ccccc1Cl	-5	-6	17	0.83	0.79	21	-7	-2	2.0
Cn1c(O)c(C=Nc2ccccc2)c(=O)n(C)c1=O	-2	-6	2	0.98	0.89	11	-5	-4	0.2
C[C@@H]1C[C@@H]([C@H](O)CC2CC(=O)NC(=O)C2)C(=O)[C@@H](C)C1	0	-7	6	0.94	0.81	19	-5	0	0.1
CO[C@@H]1C=CC23c4cc5c(cc4CO[C@]2(O)CN(C)[C@H]3C1)OCO5 (stereo partly drawn)	7	-2	-14	1.1	1	-1	-9	-2	-1.1

Whole records from above. Values in the order: GRIN3A LBD mod	MIN6 prolif	mIAP inh	mIAP act	hIAP act	hIAP block	APOBEC3G inh	APOBEC3A inh	MPTP block
Shown for CCCN(CCC)[C@@H]1CCc2cccc(O)c2C1 = 1	-2	-5	1.1	0.94	6	-7	-2	-1.9
Shown for Cc1cc2oc(=O)cc(-c3cc4ccccc4o3)c2cc1OC(=O)N(C)C = -6	-1	8	0.92	0.98	2	-3	-3	0.8
Shown for [O-][n+]1onc2c1CCC1N(O)CCC21O (stereo not drawn) = 1	-1	-13	1.1	0.97	3	3	5	-1.3
Shown for COc1ccc2[nH]cc(CCN=C(N)N)c2c1 = 0	1	10	0.91	0.91	9	14	54*	-0.6

Next part.
SMILES	GRIN3A LBD mod	MIN6 prolif	mIAP inh	mIAP act	hIAP act	hIAP block	APOBEC3G inh	APOBEC3A inh	MPTP block
O=C(CN1C(=O)CN=C(c2ccccc2)c2ccccc21)NCc1ccco1	-2	2	36	0.64	1.1	-6	-2	0	-0.8
CN1CCN(C(=O)COc2ccc(S(=O)(=O)NCc3ccccc3)cc2Cl)CC1	3	-2	0	0.99	1.1	-13	-4	-2	-0.2
C[C@]12CCC(=O)C(O)=C1CC[C@@H]1[C@@H]2CC[C@]2(C)C(=O)CC[C@@H]12	12*	7	-10	1.1	1.1	-7	-4	-2	3.5
O=C(c1ccco1)C12CN3CN(CN(C3)C1)C2	1	-4	6	0.94	1.1	-6	-3	-3	1.8
CN=C(SCc1cc2c(cc1Cl)OCO2)c1c(O)n(C)c(=O)n(C)c1=O	1	-2	7	0.93	1	-4	4	4	34
Nc1cc(N2CCNCC2)ccc1[N+](=O)[O-]	-9	1	8	0.92	0.82	18	-3	-3	0.1
COc1cccc(-n2nc(C(=O)N3CCC4(CC3)OCCO4)c3ccccc3c2=O)c1	-2	-2	10	0.9	1.1	-6	-5	-4	3.2
CN1C(=O)C(C2c3ccccc3C(=O)N2Cc2ccccc2)C(=O)N(C)C1=O (stereo not drawn)	2	-2	5	0.95	1	-2	-3	-4	-4.9
Cc1ccc2c(c1)CC1(CN2C)C(=O)NC(=O)N(c2ccc(C)c(C)c2)C1=O (stereo not drawn)	-2	1	2	0.98	1.2	-19	19	-2	0.5
FC(F)(F)c1ccc(CNCCc2ccc3c(c2)OCO3)cc1	0	-1	4	0.96	1	-4	-7	1	1.2
CCOc1cc(C=C2C(=O)NC(=O)NC2=O)cc([N+](=O)[O-])c1O	.	-2	2	0.97	0.98	2	-2	-1	.
CCCCCn1c(=O)c(C(=O)Nc2ccccc2S(N)(=O)=O)c(O)c2ccccc21	-1	-5	10	0.9	1.2	-17	-10	-3	-2.9
Cc1ccc(-c2cc(C(F)F)n3ncc(C(=O)N4CCC5(CC4)OCCO5)c3n2)cc1	0	-3	4	0.95	1.3	-30	-7	-7	1.5
C=CC[C@@H](CC/C=C/C=C/CC/C=C\[C@@H]1CSC([C@@H]2C[C@@H]2C)=N1)OC	6	-5	-2	1	1.1	-10	-4	-3	0.9
CCCCn1c(O)c(C(C)=NCCCN(CC)CC)c(=O)[nH]c1=O	1	0	1	0.99	0.92	8	-1	7	-0.6
CCCCN1C(=O)/C(=C/c2ccc(N3CCCCCC3)cc2)C(=O)NC1=S	.	0	18	0.82	0.95	5	-8	28	.
O=C(O)c1cccc2c1NC(c1cccc([N+](=O)[O-])c1)C1CC(Sc3ccccc3[N+](=O)[O-])C(Cl)C21 (stereo not drawn)	4	-5	24	0.76	0.95	5	16	3	-1.5

Only part of the results is shown; count on the stated rates, not on these rows.
